Assay outcomes (PubChem BioAssay)
PKA-R1A act – activators of PKA-R1A complex. P00514+P68181. PKA-R1A dissociation, Cy5-IP20 fluorescence polarization; scaled: DMSO 0%, 113 µM cGMP 100%. activation, % at 11.4 µM. 0.083% of 340,000 active. AID 504707;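 active means percent activation above the mean of all tested compounds plus 3 SD, cut at about 19% in these data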;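 further: higher means more PKAc released from R1A so a rise in polarization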
HTR5A ag – counter-screen for OPRM1-OPRD1 agonists: human HTR5A agonism | P47898 | HTR5A agonist assay, luminescence, cell-based | activation, % at 9.3 µM | 0.61% of 340,000 active; in the data active means activation mostly above about 9.5%, no sharp cut-off; inactive means mostly below about 7.6%;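 further: 0% = cells with vehicle only and 100% = reference agonist; strong numbers were not always called active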
DAGLB inhibitor – blocks human DAGLB lipase activity; 0.059% of 340,000 active; Q8NCG7; inhibition, % at 5.17 µM; HEK293T DAGLB membrane lysate, EnzChek fluorogenic substrate; AID 504411; in the data active means inhibition above about 34%;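 further: 0% = enzyme with vehicle and 100% = wells lacking enzyme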
Target sequence (Q8NCG7 whole entry, looked up): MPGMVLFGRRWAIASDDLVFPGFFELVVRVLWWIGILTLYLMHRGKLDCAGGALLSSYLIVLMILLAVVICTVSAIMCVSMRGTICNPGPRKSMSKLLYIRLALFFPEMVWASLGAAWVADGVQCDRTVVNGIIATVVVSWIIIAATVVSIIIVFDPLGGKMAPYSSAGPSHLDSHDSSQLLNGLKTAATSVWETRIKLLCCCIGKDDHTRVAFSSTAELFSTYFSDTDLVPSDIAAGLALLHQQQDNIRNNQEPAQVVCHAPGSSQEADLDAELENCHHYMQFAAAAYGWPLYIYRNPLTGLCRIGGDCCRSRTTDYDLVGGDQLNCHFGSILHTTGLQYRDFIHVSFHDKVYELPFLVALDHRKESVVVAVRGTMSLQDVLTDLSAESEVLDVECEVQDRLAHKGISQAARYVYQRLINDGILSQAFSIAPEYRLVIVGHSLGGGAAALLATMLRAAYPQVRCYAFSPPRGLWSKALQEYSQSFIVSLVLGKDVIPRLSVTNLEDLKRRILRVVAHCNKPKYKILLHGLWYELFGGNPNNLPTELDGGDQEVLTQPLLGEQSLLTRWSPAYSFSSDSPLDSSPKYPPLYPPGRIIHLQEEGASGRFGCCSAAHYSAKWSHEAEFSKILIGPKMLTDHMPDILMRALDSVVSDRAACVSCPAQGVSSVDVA
AddAB inh – less growth of phage-infected E. coli with AddAB | 0.29% of 330,000 active | E. coli expressing H. pylori AddAB, absorbance growth | inhibition, % at 11.9 µM; in the data active means inhibition above about 12%;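 further: 0% = vehicle wells of infected cells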
phage Ecoli inh – E. coli growth loss with phage present; growth absorbance; inhibition, % at 11.9 µM; 0.26% of 360,000 active; AID 651602; in the data active means inhibition above about 11%
SUMO Mot1 rescue – blocks SUMOylation pathway, rescuing yeast Mot1-301 growth. S. cerevisiae Mot1-301 growth rescue, ATP luminescence, 38.5C; percent above DMSO median, 100 means doubled. growth rescue, % at 18.8 µM. 1% of 320,000 active. AID 2716;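 active means every valid replicate shows activation above 250% relative to neutral control wells; inactive means the rest, any valid replicate at or below 250%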;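 further: OY570 slx delta 5 strain wells were the positive control but not used for scaling; some compounds called inactive have numbers as strong as hits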
HTR5A inv ag – counter-screen for OPRM1-OPRD1 inverse agonists: human HTR5A inverse agonism; inhibition, % at 9.3 µM; AID 504634; P47898; HTR5A cell line, luminescence; 0.083% of 340,000 active; in the data active means inhibition mostly above about 23%, no sharp cut-off; inactive means mostly below about 18%;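 further: 0% = cells with DMSO and 100% = no-cell wells with DMSO; some compounds called inactive have numbers as strong as hits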
PKA-R2B act – activates the human PKA-R2B holoenzyme complex. P22694+P31323. PKA-R2B holoenzyme dissociation, Cy5-IP20 fluorescence polarization; R2B truncated from residue 108, S112A mutant; 0% DMSO only, 100% 113 µM cGMP. activation, % at 11.4 µM. 0.079% of 340,000 active;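 active means activation above a cutoff set at the mean over all compounds plus 3 SD, cut at about 18% in these data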;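 further: higher means more holoenzyme dissociation and a rise in polarization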
Target sequence (P31323 whole entry, looked up, other chains not shown, the tested form may be a part): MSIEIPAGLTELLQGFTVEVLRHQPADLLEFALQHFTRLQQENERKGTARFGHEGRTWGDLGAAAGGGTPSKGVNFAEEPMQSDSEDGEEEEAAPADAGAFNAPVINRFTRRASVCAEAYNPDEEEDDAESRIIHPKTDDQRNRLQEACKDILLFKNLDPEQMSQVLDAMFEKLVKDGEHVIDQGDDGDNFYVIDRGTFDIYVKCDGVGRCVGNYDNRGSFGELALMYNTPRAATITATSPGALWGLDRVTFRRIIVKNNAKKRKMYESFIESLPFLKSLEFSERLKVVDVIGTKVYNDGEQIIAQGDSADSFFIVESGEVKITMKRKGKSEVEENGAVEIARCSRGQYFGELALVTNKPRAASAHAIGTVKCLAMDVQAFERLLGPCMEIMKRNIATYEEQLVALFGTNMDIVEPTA
CDK5 inh – CDK5/p35 (human) kinase inhibition | Recombinant CDK5/p35, ADP-Glo luminescence, 60 min | Q00535+Q15078 | 0.01% of 330,000 active | AID 488839 | inhibition, % at 10 µM;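 active means highest replicate inhibition of at least 50% and at least 75% of replicates reaching 50%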;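 further: plate controls were DMSO neutral control for no effect and GW8510 at 10 µM for full effect; many of its hits are not listed in these tables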
Ecoli viability – reduces bacterial viability in AddAB counter-screen; E. coli V3065 growth, OD600 absorbance, 18 h; inhibition, % at 11.9 µM; 0.27% of 330,000 active;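 active means inhibition above the campaign's mean inhibition across all tested compounds plus 3 SD, cut at about 9.9% in these data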;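 further: uninfected addAB+ strain grown without phage in ampicillin broth; 0% = DMSO wells and 100% = ciprofloxacin 0.95 µg/ml wells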
Tat transport – inhibitors of E. coli Tat protein transport; inhibition, % at 10 µM; AID 488895; 0.036% of 340,000 active; E. coli MC4100 TorA-mCherry Tat export, fluorescence;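 active means mean replicate inhibition at least 50% and at least half of replicates individually reaching 50%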;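 further: exported cargo escapes ClpAP degradation while cytoplasmic cargo is degraded and loses fluorescence; 0% = median of neutral control wells and 100% = median of NaSCN control wells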
An asterisk follows results filed as active; x = not tested or not shown.

Screens in order – PKA-R1A act	HTR5A ag	DAGLB inhibitor	AddAB inh	phage Ecoli inh	SUMO Mot1 rescue	HTR5A inv ag	PKA-R2B act	CDK5 inh	Ecoli viability	Tat transport
1	Cc1nn(Cc2c(F)c(F)c(F)c(F)c2F)c(C)c1NC(=O)c1ccc(COc2ccc(F)cc2)o1
  -21.4	2.9	-5.4	-0.3	3.0	-3.3	3.1	-7.8	1.1	0.1	16.9
2	C[C@]12CC[C@H](O)CC1=CCC1C2CC[C@@]2(C)C1CC[C@@H]2NC(=O)[C@@H](N)CO (stereo partly specified)
  -4.5	-3.0	3.2	x	-2.2	x	11.9	-2.9	-0.7	x	-1.3
3	O=C(Nc1ncccc1O)c1ccc(S(=O)(=O)N2CCCC2)cc1
  2.0	5.2	-3.0	2.9	0.4	-5.0	-12.9	-6.5	0.2	-0.2	-5.9
4	COc1ccc(O)c(CNc2ccccc2F)c1
  0.8	0.6	-2.7	-1.2	4.0	5.1	-20.0	5.8	-2.5	-0.1	-0.7
5	Cc1cc(C(=O)COC(=O)CNC(=O)c2ccccc2)c(C)n1CC1CCCO1 (stereo unspecified)
  0.1	-0.7	-0.2	0.3	5.4	-3.1	20.9	10.5	-0.7	-0.3	0.0
6	CN(C(=O)COC(=O)c1cc(NS(=O)(=O)c2cc([N+](=O)[O-])ccc2Cl)ccc1O)C1CCCCC1
  7.1	3.4	5.3	4.3	-0.4	-3.6	-18.3	-15.3	0.8	-0.5	-0.3
7	C=C1CCN([C@H](C(=O)NCc2ccc(Cl)c(Cl)c2)C(C)C)S(=O)(=O)c2ccccc21
  -4.6	2.8	-8.5	2.1	2.9	8.3	-27.1	9.5	-1.0	-2.2	2.8
8	COc1ccc(-c2cc(C(F)(F)F)nc(S(C)(=O)=O)n2)cc1
  -7.1	0.1	-5.7	0.9	-0.1	589.5*	-7.1	-10.1	-0.2	0.3	2.0
9	CC(=O)N1c2ccc(S(=O)(=O)NCC3CCC(C(=O)NCc4ccccc4)CC3)cc2CC1C (stereo unspecified)
  -5.8	-4.4	0.2	1.7	1.6	-5.1	6.3	2.6	1.5	-1.1	-5.7
10	CN(C(=O)c1c[nH]c(=O)cc1C(F)(F)F)c1ccc(Cl)cc1
  -12.3	-2.3	-1.0	2.1	2.0	-1.5	6.0	-11.3	-0.3	0.4	6.6
11	Cc1ccc2nc(-c3ccc(NC(=S)NCC(C)(C)CN(C)C)cc3)sc2c1
  -6.8	1.8	0.1	x	3.1	x	-14.0	-5.4	-0.3	x	1.4
12	CCN(CC(=O)NCc1cccs1)CC(=O)Nc1c(Cl)ccc(C)c1Cl
  4.1	6.6	-0.1	2.2	4.4	17.7	-1.2	-1.0	0.7	0.3	-8.7
13	CCN(C(=O)COC(=O)c1c(NC(C)=O)sc(C)c1C)c1c(N)n(Cc2ccccc2)c(=O)[nH]c1=O
  0.1	-4.4	0.2	x	0.4	x	-0.6	-7.0	-1.5	x	6.7
14	Oc1oc(-c2ccc(Br)cc2)nc1C=Nc1ccc(Br)cn1
  -3.2	1.2	-4.4	-1.7	3.9	9.5	-2.9	8.6	0.2	-1.1	-18.9
15	COc1ccc(OC(C)C(=O)N2CCN(c3ccccn3)CC2)cc1 (stereo unspecified)
  -4.0	3.0	-1.6	0.9	1.9	2.0	-33.6	-9.1	-1.3	1.0	-5.8
16	O=C(c1ccc2ncsc2c1)N1CCN(c2nc3ccccc3s2)CC1
  -13.2	2.0	-2.2	0.5	0.0	12.7	-23.4	5.2	-0.8	1.5	-6.1
17	O=C(Cc1ccc2c(c1)CCCC2)Nc1ccccc1Cl
  3.9	1.0	-7.7	-0.8	0.9	2.9	-2.4	-0.1	1.3	1.1	-6.8
18	CCOc1ccc(CCNC(=O)C(C)N2C(=O)CC(C)(C)Sc3ccccc32)cc1 (stereo unspecified)
  5.1	6.0	-7.7	-1.0	3.5	-11.4	-23.2	0.4	-0.1	-2.2	4.1
19	CCCCN1CCC(CN2C(=S)NC[C@@H]2CC(C)C)CC1
  0.0	-2.5	-0.3	x	-0.6	x	8.7	-11.4	1.3	x	-1.4
20	CC(C)Oc1ccc(C(CC(=O)O)NC(=O)Cc2ccc(Cl)cc2)cc1 (stereo unspecified)
  6.3	-1.6	0.7	0.3	1.7	681.9	5.8	1.4	0.0	-1.5	8.0
21	CCOc1ccc(Nc2nc(N)nc(CCl)n2)cc1
  0.8	90.1*	0.8	3.3	2.6	4.6	-165.7	2.6	-0.7	0.8	12.8
22	Cc1cccc(Cn2c(=O)n(Cc3ccco3)c(=O)c3ccccc32)c1
  8.4	0.6	30.9	2.6	-0.3	-3.7	-7.6	-11.3	-0.7	-0.8	1.0
23	COc1ccccc1S(=O)(=O)Cc1ccc(C(=O)NC2CC2)o1
  4.4	-1.6	1.0	2.9	5.1	1.2	-14.5	-6.9	0.4	-2.5	-3.6
24	O=C(CSc1nc2ccccc2c(=O)n1-c1ccc(OC(F)F)cc1)NC1CC1
  -2.7	-0.4	-3.4	2.3	1.6	4.5	9.4	-9.7	-0.3	-0.2	-4.7
25	COc1cc(/C=N/N(C)c2ccccc2)cc(Cl)c1O
  -4.6	0.3	3.1	1.7	1.5	10.5	-11.1	-6.6	0.2	1.0	12.7
26	O=C(/C=C/c1cccc([N+](=O)[O-])c1)c1ccc([N+](=O)[O-])o1
  -4.0	-8.6	4.2	9.2	1.5	-5.7	21.9	-2.5	-7.2	6.6	2.4
27	CC(C)NC(=O)c1cccc2c1-c1ccccc1C2=O
  -6.8	3.2	2.3	-2.1	1.5	60.5	-11.4	-7.7	-2.2	-0.2	-7.1
28	COc1ccc2c(c1)-c1c(ssc1=S)C(C)(C)N2
  7.9	0.6	36.1*	0.0	0.9	319.3	10.2	-9.0	2.0	0.4	1.7
29	NNC(=O)c1csc(Cc2c(Cl)sc3ccc(Cl)cc23)n1
  -5.1	-1.7	-3.6	2.9	2.8	260.4	-0.1	-0.5	0.1	2.6	5.2
30	O=C(CSc1nc2ccccc2c(=O)n1Cc1ccco1)c1ccc(F)cc1
  12.4	6.8	-5.1	0.7	0.3	-0.7	-17.3	1.7	-4.2	0.8	1.2

Looked up by structure from above:
Screens in order – PKA-R1A act	HTR5A ag	DAGLB inhibitor	AddAB inh	phage Ecoli inh	SUMO Mot1 rescue	HTR5A inv ag	PKA-R2B act	CDK5 inh	Ecoli viability	Tat transport
21	CCOc1ccc(Nc2nc(N)nc(CCl)n2)cc1
  0.8	90.1*	0.8	3.3	2.6	4.6	-165.7	2.6	-0.7	0.8	12.8
18	CCOc1ccc(CCNC(=O)C(C)N2C(=O)CC(C)(C)Sc3ccccc32)cc1 (stereo unspecified)
  5.1	6.0	-7.7	-1.0	3.5	-11.4	-23.2	0.4	-0.1	-2.2	4.1
27	CC(C)NC(=O)c1cccc2c1-c1ccccc1C2=O
  -6.8	3.2	2.3	-2.1	1.5	60.5	-11.4	-7.7	-2.2	-0.2	-7.1
19	CCCCN1CCC(CN2C(=S)NC[C@@H]2CC(C)C)CC1
  0.0	-2.5	-0.3	x	-0.6	x	8.7	-11.4	1.3	x	-1.4

(list continues)
Screens in order – PKA-R1A act	HTR5A ag	DAGLB inhibitor	AddAB inh	phage Ecoli inh	SUMO Mot1 rescue	HTR5A inv ag	PKA-R2B act	CDK5 inh	Ecoli viability	Tat transport
31	Cc1nc2ccc(Nc3nc4cc(S(=O)(=O)N5CCOCC5)ccc4o3)cc2s1
  -4.1	0.6	-0.9	-0.6	3.0	-12.4	21.6	-6.6	2.1	-0.6	11.1
32	c1ccc(-c2cn3cccnc3n2)cc1
  -0.2	1.3	-1.7	1.3	2.8	466.0	-1.9	-12.8	0.6	-0.6	0.5
33	C=CCn1c(CSc2nc3ccccc3s2)n[nH]c1=S
  -6.0	-10.3	1.5	6.0	0.8	68.1	26.6	2.9	1.5	3.1	-9.1
34	COC(=O)Nc1ccccc1C(=O)N1CCC(O)(c2ccc(Cl)cc2)CC1
  -5.5	0.3	-2.0	1.5	1.6	-4.6	-15.5	4.5	-0.9	-0.3	-2.0
35	CC1(c2ccccc2)NC(=O)N(CC(=O)Nc2ccc(N3CCOCC3)cc2N2CCOCC2)C1=O (stereo unspecified)
  -4.1	0.0	-1.1	1.7	1.8	-5.4	-1.4	9.8	-1.7	1.5	-6.4
36	Cc1nc2ccc(NC(=O)N3CCCCC3)cc2nc1C
  -9.0	-2.2	-2.0	1.9	1.0	111.9	12.8	2.1	-0.3	-0.5	0.7
37	COc1cc(-c2nc3n(n2)C(c2ccncc2)C(C(N)=O)=C(C)N3)cc(OC)c1OC (stereo unspecified)
  0.6	2.3	-1.2	1.8	1.1	x	3.4	1.5	x	-1.6	-5.8
38	O=C(Nc1ccccc1C(F)(F)F)C1CC(=O)N(c2ccccc2F)C1 (stereo unspecified)
  2.9	-0.7	-0.2	2.1	3.2	12.7	7.9	6.1	-2.2	0.9	-2.0
39	Cc1ccc(S(=O)(=O)N2CCN(C(=O)CNC(=O)c3sc4ccccc4c3Cl)CC2)cc1
  -2.5	3.7	-3.9	1.4	1.6	3.7	-10.2	-18.4	0.4	2.6	-12.4
40	COc1ccc(/C=C(/NC(=O)/C=C/c2ccccc2)C(=O)O)cc1
  -8.8	0.7	1.7	1.8	4.6	-7.1	-1.9	3.6	-1.5	1.2	-0.8
41	CCOc1ccc(NC(=O)CN(c2ccc(OCC)cc2)S(=O)(=O)c2c(C)[nH]c(=O)[nH]c2=O)cc1
  -0.3	-1.8	1.6	-0.3	1.8	x	-32.8	2.8	-1.2	2.3	-7.8
42	CS(=O)(=O)N1CCN(c2ccc(NC(=O)CSc3ccc(Cl)cc3)cc2)CC1
  -12.0	2.2	2.6	-1.3	0.8	20.3	-19.1	-1.7	-1.0	-3.9	-7.3
43	CCN(C(=O)CSc1nc2cc(Cl)ccc2c(=O)n1CC(C)C)C1CCS(=O)(=O)C1 (stereo unspecified)
  -2.1	-2.4	1.1	0.2	3.0	-2.1	6.6	5.8	0.4	-1.8	-7.7
44	CCCCC1=CC2=CC(=O)C(C)(OC(=O)C3CCCC3)C(=O)C2=CO1 (stereo unspecified)
  6.1	-0.7	8.3	1.6	1.7	1.1	8.1	3.4	2.3	-1.2	-4.7
45	COc1ccccc1Cn1c(C(C)C)nc2ccccc21
  -4.4	-4.2	2.0	1.0	0.5	16.5	11.4	-3.4	7.4	-0.9	0.4
46	C/C=C/C(=O)N1CC2(CC(c3cccc(NC(=O)CC)c3)=NO2)C[C@H]1C(N)=O (stereo partly specified)
  -2.8	3.0	-1.4	4.1	3.6	-7.3	-25.0	3.3	1.1	-0.2	12.1
47	NC(=O)c1cc(C(N)=O)nc(Cl)n1
  2.9	-2.9	0.5	-1.1	4.9	45.7	10.6	-5.4	2.6	-2.2	-1.1
48	CCCN(CCC)CCCNC(=O)c1cc2c(-c3ccc(OC)c(OC)c3)nn(C)c2s1
  -1.4	0.1	-3.0	-1.2	1.4	2.5	-0.5	7.0	-0.3	-2.2	2.0
49	Cc1ccc(-c2csc(/C=C3\SC(C)C(=O)N3CC(=O)Nc3ccccc3F)n2)cc1 (stereo unspecified)
  -11.4	1.1	-1.6	-1.9	0.9	2.6	3.8	-0.7	-5.8	-2.1	1.4
